Source: PubChem BioAssay (National Center for Advancing Translational Sciences (NCATS))
Vif-APOBEC3G blk: qHTS for Inhibitors of Vif-A3G Interactions: qHTS; AID 602310, 2012; actives 0.076% (n = 410,000); Potency, µM (highest dose often 46.1 µM), for the others: top-dose activity, negative = active, usual class: inhibitors; HeLa A3G-eYFP + Vif (tagged APOBEC3G with the HIV-1 protein that degrades it), YFP fluorescence, overnight; DNA dC->dU-editing enzyme APOBEC-3G (Homo sapiens), Q9HC16;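 further: potency means the concentration at half of the fitted maximal effect; on the % scale 0 is the no-effect control and ±100 the full control effect; nearly all actives have a fitted effect of over 60% in size; hits raise eYFP signal because A3G escapes Vif-driven loss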
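Read-out is eYFP fluorescence (Ex 488/Em 500-530) from Vif-expressing HeLa A3G-eYFP cells; more signal means A3G escaped Vif-mediated degradation. Cells plated overnight, compound pinned in, incubated overnight at 37 deg C.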
Vif-A3F inh: qHTS for Inhibitors of Vif-A3F Interactions: qHTS. HeLa A3F-eYFP + Vif (tagged APOBEC3F with the HIV-1 protein that degrades it), YFP fluorescence increase. Potency, µM (highest dose often 46.1 µM), without a hit: at the top dose activity, negative = active. actives 0.2% (n = 390,000). AID 602313, 2012; further: potency means the concentration at half of the fitted maximal effect; % of control where 0% means no effect; nearly all actives have a fitted effect of over 65% in size
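HeLa cells stably expressing Vif plus C-terminally eYFP-tagged A3F were seeded, incubated overnight at 37 deg C, dosed with compound, incubated overnight again at 37 deg C. Yellow fluorescence (Ex 488/Em 500-530) reported blocked Vif-mediated A3F-eYFP degradation.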
LDHA inh: qHTS assay for inhibitors of human lactate dehydrogenase. L-lactate dehydrogenase A chain (Homo sapiens), P00338. purified LDHA, NADH/diaphorase-resazurin fluorescence; active compounds read low. activity change, % (values are at about 110 or 230 µM). actives 0.15% (n = 480,000). AID 1347041, 2019; in the data active means activity change below about -30%; inconclusive means mostly about -25% to -30%;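 further: plate controls were DMSO wells for no effect and wells without enzyme for full effect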
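Remaining NADH was detected by diaphorase (0.133 mg/mL) converting 37 µM resazurin to fluorescent resorufin, read at 0 and 20 minutes. The preceding 5-minute room-temperature reaction used 2 nM LDHA, 0.2 mM sodium pyruvate and 0.06 mM NADH at pH 7.4.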
TrxR1 inh: qHTS Assay for Inhibitors of Mammalian Selenoprotein Thioredoxin Reductase 1 (TrxR1): qHTS; recombinant rTrxR1, NADPH fluorescence consumption, selenite substrate; Potency, µM (highest dose often 114 µM), for the others: at the highest dose activity change, negative = inhibition, actives largely listed as inhibitors; Thioredoxin reductase 1, cytoplasmic (Rattus norvegicus), O89049; actives 1% (n = 390,000); AID 588453, 2011; further: potency means the concentration at half of the fitted maximal effect; on the % scale 0 is the no-effect control and ±100 the full control effect; nearly all actives have a fitted effect of over 65% in size
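Rat TrxR1 (90 nM in the dispensed reagent) was pre-reduced with 400 uM NADPH for 5 min at room temperature, then incubated with compound for 15 min. After 400 uM selenite was added, NADPH fluorescence (Ex 340/Em 450 nm) was followed for 8 min.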
mIDH1 inhibitor: qHTS for Inhibitors of mutant isocitrate dehydrogenase 1 (IDH1): qHTS; Isocitrate dehydrogenase [NADP] cytoplasmic (Homo sapiens), O75874; IDH1-R132H enzyme, NADPH consumption, diaphorase/resazurin fluorescence; Potency, µM (series often up to 76.6 µM), inactives show top-dose activity change, negative = inhibition, actives largely listed as inhibitors; actives 0.093% (n = 390,000); further: potency means the concentration at half of the fitted maximal effect; on the % scale 0 is the no-effect control and ±100 the full control effect; nearly all actives have a fitted effect of over 65% in size
Target sequence (O75874 whole entry R132H, stated change not applied): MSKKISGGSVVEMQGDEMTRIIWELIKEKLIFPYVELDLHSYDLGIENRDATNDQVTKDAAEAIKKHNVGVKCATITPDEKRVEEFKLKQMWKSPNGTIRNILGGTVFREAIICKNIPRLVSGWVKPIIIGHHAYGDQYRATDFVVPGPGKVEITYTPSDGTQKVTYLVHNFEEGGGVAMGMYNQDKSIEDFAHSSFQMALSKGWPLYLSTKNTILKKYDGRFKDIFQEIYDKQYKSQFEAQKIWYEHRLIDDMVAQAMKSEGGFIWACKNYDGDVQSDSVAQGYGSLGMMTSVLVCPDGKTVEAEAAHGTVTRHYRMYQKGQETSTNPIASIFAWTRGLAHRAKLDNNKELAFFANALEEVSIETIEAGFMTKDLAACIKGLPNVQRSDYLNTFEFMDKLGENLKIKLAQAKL
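IDH1-R132H (0.5 ug/mL dispensed) in pH 7.5 Tris buffer was preincubated 30 min with compound, then given a substrate mix of 0.016 mM NADPH and 2 mM alpha-KG for 80 min at room temperature; remaining NADPH was read by diaphorase/resazurin fluorescence.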
TrxR1 substrate: qHTS Assay for Substrates of Mammalian Selenoprotein Thioredoxin Reductase 1 (TrxR1): qHTS; Potency, µM (top dose mostly 114 µM), inactives show at the top dose activity change, negative = substrate turnover; actives 0.01% (n = 390,000); AID 588456, 2011; purified TrxR1 substrate turnover, NADPH consumption readout; further: potency means the concentration at half of the fitted maximal effect; on the % scale 0 is the no-effect control and ±100 the full control effect; nearly all actives have a fitted effect of over 50% in size
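Rat TrxR1, dispensed at 90 nM, was prereduced with 400 uM NADPH (final) for 5 min at ~22 deg C, then incubated with compound 15 min before 400 uM selenite. A first-read NADPH fluorescence drop versus no-compound background flagged substrates.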
Glioma ERSR ind: qHTS for Inducers of the Endoplasmic Reticulum Stress Response (ERSR) in Human Glioma: qHTS. U87-MG GRP78 promoter luciferase reporter, 16 h. Potency, µM, inactives show at the highest dose activation, actives largely listed as activators. actives 0.02% (n = 420,000). AID 602332, 2012; further: potency means the concentration at half of the fitted maximal effect; series mostly up to about 76 µM; % of control where 0% means no effect; nearly all actives have a fitted effect of over 35% in size
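Stably transfected U87-MG human glioma cells carrying a GRP78-based luminescent sensor were seeded at 1000 cells/well, pin-dosed with compounds and incubated 16 h. Luciferase reagent was then added, and end-point luminescence was read after 10 min at room temperature.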
RGS4 inhibitor: Inhibitors of Regulator of G Protein Signaling (RGS) 4: qHTS; Regulator of G-protein signaling 4 (Homo sapiens), P49798; Transcreener GDP fluorescence polarization, RGS4-accelerated GTP hydrolysis; Potency, µM (highest dose often 114 µM), for the others: at the top dose activity change, negative = inhibition, most hits filed as inhibitors; actives 0.039% (n = 390,000); AID 504845, 2011; further: potency means the concentration at half of the fitted maximal effect; on the % scale 0 is the no-effect control and ±100 the full control effect; nearly all actives have a fitted effect of over 75% in size; some results filed as inactive show a strong effect at the top dose
Target sequence (P49798 whole entry, looked up): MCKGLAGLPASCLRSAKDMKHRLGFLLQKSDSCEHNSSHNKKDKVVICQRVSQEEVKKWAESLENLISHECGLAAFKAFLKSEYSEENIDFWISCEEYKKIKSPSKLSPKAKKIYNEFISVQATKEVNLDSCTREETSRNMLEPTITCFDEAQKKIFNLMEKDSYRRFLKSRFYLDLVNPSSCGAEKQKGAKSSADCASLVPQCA
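MLSMR compounds (23 nl, pin-transferred) preincubated 10 min at room temperature with a 500nM (2x) first reagent, then RGS4 at 900nM (2x) plus Transcreener GDP mix added; fluorescence polarization (620/688 nm) read before and after 90 min at 30 °C.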
USP1 inh: Inhibitors of USP1/UAF1: Primary Screen; recombinant USP1/UAF1, Ub-Rhodamine cleavage fluorescence; Potency, µM (titrated, usually from 57.1 µM), inactives show at the highest dose activity change, negative = inhibition, usual class: inhibitors; actives 0.23% (n = 390,000); further: potency means the concentration at half of the fitted maximal effect; on the % scale 0 is the no-effect control and ±100 the full control effect; nearly all actives have a fitted effect of over 60% in size; inactives centre near -12
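High-throughput fluorogenic screen: 1nM USP1/UAF1 complex, Ub-Rho substrate 150nM final, 50mM HEPES pH 7.8 with 0.5mM EDTA, 0.1 mg/ml BSA, 1mM TCEP and 0.01% Tween-20.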
Starred values were filed as active, the others as inactive; ? = inconclusive; nt = no result given; & = joins results of further samples; [ ] = remark or other dose. Unless noted, the call rests on the fitted dose curve; in most records, active means well fitted curve in the direction sought with a large enough effect; inconclusive means small, poorly fitted or top-dose-only effect, or another doubt; inactive means no such curve, though single readings can be large; an effect the other way counts as inactive or inconclusive. A portion of the library; the hit share may differ from the screen's.

compound	Vif-APOBEC3G blk	Vif-A3F inh	LDHA inh	TrxR1 inh	mIDH1 inhibitor	TrxR1 substrate	Glioma ERSR ind	RGS4 inhibitor	USP1 inh
CC(C)c1nc2oc3c(N4CCN(C)CC4)ncnc3c2c2c1CCC2	0%	nt	-1	-14%	2%	7%	-1%	-16%	-15%
CC(C)[C@H](NC(=O)N1CCn2c1nc1ccccc12)C(=O)NCc1ccc(F)cc1	0%	-2%	3	0%	3%	-5%	1%	-21%	-23%
CC(=O)c1ccc(OC(C)C)c(CSc2nc(O)cc(=O)[nH]2)c1	0%	-7%	-10	1%[57.1 µM]	2%	7%[57.1 µM]	-2%	-2%	-24%
COc1cc(C(=O)NNC(=O)CNC(=O)c2ccc(Br)o2)cc(OC)c1OC	-1%	-29%	-3	-12%	2%	-13%	-5%	6%	-4%
Cc1ccc(/C=c2\sc3nc(-c4ccccc4Br)nn3c2=O)o1	2%	1%	0	?	-3%	-17%	3%	-44%	-23%
Cc1ccc2c(c1)c(=O)c1ccccc1n2CCCC(=O)Nc1c(F)cccc1F	1%	-3%	-9	6%	13%	38%[activator]	-3%	19%	?
COc1cccc(C2=CC(c3cc(OC)ccc3OC)n3nnnc3N2)c1 (stereo not drawn)	?	?	1	?	-2%	-7%	3%	12%	-10%
Cc1ccc(N(CC(=O)NCC2CCCO2)S(=O)(=O)c2ccccc2)c(C)c1 (stereo not drawn)	3%	-6%	-4	5%[57.1 µM]	2%	-2%[57.1 µM]	20%	20%	-13%
CC(C)Sc1oc(-c2ccco2)nc1S(=O)(=O)c1ccc(F)cc1	-3%	0%	3&0	?	-1%	-4%	-1%	-44%	-15%
COc1cc(OC)nc(NC(=O)CS(=O)(=O)c2ccccc2)n1	-1%	-6%	-4	-4%	17%	-6%	1%	14%	3%
CCOc1ccc(N2CC(C(=O)N3CCN(C(=O)c4ccco4)CC3)CC2=O)cc1 (stereo not drawn)	0%	14%	-3	9%[57.1 µM]	11%	9%[57.1 µM]	-6%	3%	-17%
COc1ccc(N2CCN(C(=O)C(C)(C)Oc3ccc(Cl)cc3)CC2)cc1	0%	7%	14	20%	2%	-2%	-2%	-1%	-25%
Cc1sc2nc(CN3CCCC3)nc(NCc3ccncc3)c2c1C	4%	-6%	3	19%[57.1 µM]	9%	-13%[57.1 µM]	0%	-21%	-6%
COc1ccc(CN2CCNC(=O)C2CC(=O)NCCSc2nccn2C)cc1OC (stereo not drawn)	0%	1%	1	14%	-2%	5%	0%	-14%	-27%
CCCC(c1nnnn1CCOC)N1CCN(c2cccc(OC)c2)CC1 (stereo not drawn)	1%	-5%	-2	1%[57.1 µM]	0%	7%[57.1 µM]	-4%	3%	-14%
CCOC(=O)c1c(S(=O)(=O)N2CCCC(C(=O)N3CCN(c4cc(C)ccc4C)CC3)C2)c(C)n(C)c1C (stereo not drawn)	4%	1%	-2	1%[57.1 µM]	-12%	-5%[57.1 µM]	2%	-12%	0%
COc1cc2ncnc(NCc3ccco3)c2cc1OC	-4%	-2%	-6	30%	14%	0%	4%	-1%	-16%
COc1cc(OC)cc(-c2c(-c3cccs3)c3cc(-c4ccc5c(c4)OCO5)ccc3n2C)c1	1%	1%	-2	39%[activator][57.1 µM]	-10%	46%[activator][57.1 µM]	-5%	-15%	-31%
O=C(c1ccc2c(c1)N(Cc1ccc(Cl)cc1)C(=O)c1ccccc1S2(=O)=O)N1CCN(c2ccccn2)CC1	-13%	0%	-2	36%	-2%	6%	-1%	3%	-32%
O=[N+]([O-])c1ccc(C=Nc2ccc(Cl)cc2Cl)s1	-14%	-1%	64	?	15%	?	7%	-39%	28µM*

Reformatted with values under each structure: 8 of the compounds above.
Screens in order – Vif-APOBEC3G blk | Vif-A3F inh | LDHA inh | TrxR1 inh | mIDH1 inhibitor | TrxR1 substrate | Glioma ERSR ind | RGS4 inhibitor | USP1 inh
> COc1cc(C(=O)NNC(=O)CNC(=O)c2ccc(Br)o2)cc(OC)c1OC
  -1% | -29% | -3 | -12% | 2% | -13% | -5% | 6% | -4%
> Cc1ccc(/C=c2\sc3nc(-c4ccccc4Br)nn3c2=O)o1
  2% | 1% | 0 | ? | -3% | -17% | 3% | -44% | -23%
> Cc1ccc2c(c1)c(=O)c1ccccc1n2CCCC(=O)Nc1c(F)cccc1F
  1% | -3% | -9 | 6% | 13% | 38%[activator] | -3% | 19% | ?
> COc1cccc(C2=CC(c3cc(OC)ccc3OC)n3nnnc3N2)c1 (stereo not drawn)
  ? | ? | 1 | ? | -2% | -7% | 3% | 12% | -10%
> Cc1ccc(N(CC(=O)NCC2CCCO2)S(=O)(=O)c2ccccc2)c(C)c1 (stereo not drawn)
  3% | -6% | -4 | 5%[57.1 µM] | 2% | -2%[57.1 µM] | 20% | 20% | -13%
> CC(C)Sc1oc(-c2ccco2)nc1S(=O)(=O)c1ccc(F)cc1
  -3% | 0% | 3&0 | ? | -1% | -4% | -1% | -44% | -15%
> COc1cc(OC)nc(NC(=O)CS(=O)(=O)c2ccccc2)n1
  -1% | -6% | -4 | -4% | 17% | -6% | 1% | 14% | 3%
> CCOc1ccc(N2CC(C(=O)N3CCN(C(=O)c4ccco4)CC3)CC2=O)cc1 (stereo not drawn)
  0% | 14% | -3 | 9%[57.1 µM] | 11% | 9%[57.1 µM] | -6% | 3% | -17%

Printed as active in USP1 inh, among the entries above:
canonical_smiles,Vif-APOBEC3G blk,LDHA inh,TrxR1 inh,mIDH1 inhibitor,TrxR1 substrate,RGS4 inhibitor,USP1 inh
O=[N+]([O-])c1ccc(C=Nc2ccc(Cl)cc2Cl)s1,-14%,64,?,15%,?,-39%,28µM*
